ERp5 inh: inhibitors of human ERp5; Q15084; ERp5 insulin aggregation, absorbance 650 nm, 90 min; inhibition, % at 9.99 µM; 0.05% of 350,000 active; AID 651711;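 active means mean replicate inhibition above about 25%, with every replicate also reaching it, limit read from the data, passing the limit was not always enough; inconclusive means only one of those two criteria met; inactive means neither criterion met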
Target sequence (Q15084 whole entry, looked up): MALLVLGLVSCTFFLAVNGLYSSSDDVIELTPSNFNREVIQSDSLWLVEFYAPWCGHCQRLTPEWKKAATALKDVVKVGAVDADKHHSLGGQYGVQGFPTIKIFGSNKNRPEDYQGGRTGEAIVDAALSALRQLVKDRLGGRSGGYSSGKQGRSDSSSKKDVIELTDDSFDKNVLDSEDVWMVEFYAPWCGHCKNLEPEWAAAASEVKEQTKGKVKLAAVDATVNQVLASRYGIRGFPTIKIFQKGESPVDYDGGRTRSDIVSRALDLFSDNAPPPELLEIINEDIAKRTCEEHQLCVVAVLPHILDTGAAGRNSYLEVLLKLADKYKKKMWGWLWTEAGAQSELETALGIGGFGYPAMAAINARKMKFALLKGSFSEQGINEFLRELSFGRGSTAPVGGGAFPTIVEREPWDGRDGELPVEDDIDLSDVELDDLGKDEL
DENV2 CPE rescue: DENV2-induced cell death inhibition | DENV2-infected cells, cytopathic effect rescue, plate reader | CPE inhibition, % at 9.99 µM | 1.7% of 350,000 active; in the data active means CPE inhibition above about 20%, passing the limit was not always enough; inconclusive means no clear call, values can overlap the other calls; tested in BHK-21 cells;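 further: 0% = median of neutral control wells and 100% = median of positive control wells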
miR122 inh: blocks miR-122 activity in Huh7 sensor cells; Huh7 miR-122 Renilla luciferase sensor, 48 h; neutral wells = 0, positive control = 100; activation (reporter increase), % at 12.5 µM; 0.3% of 340,000 active;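 active means mean replicate activation score at least 90 and every replicate individually at or above 90; inconclusive means only one of the two criteria met; inactive means neither criterion met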;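 further: higher luciferase means less miR-122 activity so hits act as miR-122 inhibitors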
ERAP1 HTS inh: blocks human ERAP1 aminopeptidase activity | 0.15% of 340,000 active | AID 652197 | Q9NZ08 | inhibition, % at 10.7 µM | recombinant ERAP1, Leu-AMC fluorescence, 60 min;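 active means mean replicate inhibition of at least 30%, or all replicates individually reaching that 30% level; inactive means mean below 30% and not every replicate reaching it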;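 further: 0% = neutral control wells and 100% = L-leucinethiol positive control wells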
CASP6 VEID inh: blocks human caspase-6 cleavage activity; P55212; purified caspase-6, Z-VEID-R110 cleavage fluorescence; inhibition, % at 12.5 µM; 0.53% of 350,000 active; AID 686996;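 active means mean inhibition across replicates at least about 35%, with every replicate also reaching that limit, limit read from the data; inconclusive means only one of the two criteria met; inactive means neither criterion met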;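 further: 0% = median of neutral control wells and 100% = no fluorescence left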
Target sequence (P55212 24-179 limits assumed): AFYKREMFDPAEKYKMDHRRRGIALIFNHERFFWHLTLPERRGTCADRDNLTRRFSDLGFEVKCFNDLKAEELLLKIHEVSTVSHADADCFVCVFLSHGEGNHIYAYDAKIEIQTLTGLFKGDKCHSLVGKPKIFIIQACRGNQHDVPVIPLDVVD
Target sequence (P55212 194-293 limits assumed): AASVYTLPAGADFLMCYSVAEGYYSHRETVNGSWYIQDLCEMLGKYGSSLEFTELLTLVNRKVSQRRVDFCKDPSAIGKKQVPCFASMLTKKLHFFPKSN
SIRT5 block: sirtuin-5 (human) deacylase inhibition. Q9NXA8. Purified SirT5, succinyl-peptide AMC, trypsin-coupled fluorescence. inhibition, % at 15 µM. 1.1% of 330,000 active. AID 652115; in the data active means inhibition above about 15%; inconclusive means no clear call, values can overlap the other calls
Target sequence (Q9NXA8 whole entry, looked up): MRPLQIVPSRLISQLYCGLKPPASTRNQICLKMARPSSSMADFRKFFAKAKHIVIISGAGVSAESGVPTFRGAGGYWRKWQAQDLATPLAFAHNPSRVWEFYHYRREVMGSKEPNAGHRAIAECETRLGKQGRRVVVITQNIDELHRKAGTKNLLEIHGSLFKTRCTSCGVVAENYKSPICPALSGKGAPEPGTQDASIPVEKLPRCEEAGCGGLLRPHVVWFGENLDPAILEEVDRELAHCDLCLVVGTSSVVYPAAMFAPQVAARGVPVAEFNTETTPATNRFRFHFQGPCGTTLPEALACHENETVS
F508del corr: correctors of CFTR F508del function in bronchial epithelial cells. CFBE cells, YFP halide quenching; stimulated with forskolin plus potentiator P3; % fluorescence drop versus neutral controls. activity (quench increase), % at 7.58 µM. 0.36% of 350,000 active;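 active means mean added fluorescence quench of at least 8% versus neutral control, with both replicates also reaching 8%; inconclusive means only one of the mean or replicate conditions met; inactive means mean below 8% and not both replicates reaching 8%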;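 further: cells transiently co-express mutant CFTR-F508del with the halide-sensitive YFP; corrector assay measuring rescue of mutant channel to the surface after 24 h compound exposure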
Active calls of the source: *; ? = inconclusive; · = not tested or not shown; & = joins results of further samples; [ ] = dose if it differs, or a comment.

SMILES	ERp5 inh	DENV2 CPE rescue	miR122 inh	ERAP1 HTS inh	CASP6 VEID inh	SIRT5 block	F508del corr
COCCCN(C(=S)NC(=O)C(C)(C)C)c1c(N)n(Cc2ccccc2)c(=O)[nH]c1=O	1	-2	-6	·	-3	-3	1.5
CCOC(=O)c1c(N=CN(C)C)c2cc([N+](=O)[O-])cnc2n1C	2	-2	-2	·	-1	5	1.6
O=C(c1ccncc1)N1CCN(S(=O)(=O)c2ccccc2F)CC1	-1	-9	-9	4	-3	-3	1.8
Cc1ccc(F)cc1NC(=O)Cc1ncc(C(F)(F)F)cc1Cl	-3	·	0	1	-1	0	·
CC(C)CCNC(=O)NC(=O)COC(=O)/C=C/c1cccc([N+](=O)[O-])c1	1	-2	-6	-9	-2	-2	-2.7
COCC(=O)N(C[C@@H]1N[C@H](CO)[C@H]1c1ccc(C2=CCCC2)cc1)C(C)C	·	-9	21[16.7 µM]	·	·	·	2.5
C[C@H]1CN([C@@H](C)CO)C(=O)Cc2cc(NS(C)(=O)=O)ccc2O[C@H]1CN(C)S(=O)(=O)c1cn(C)cn1	·	?	4[16.7 µM]	·	·	·	-1.6
COc1cccc(NC(=O)c2ccc(NCCCN3CCC(C)CC3)c([N+](=O)[O-])c2)c1	-2	-2	-17	0	-16	-1	-1.1
COc1ccc(CCN2CC(C(=O)NCc3nc4ccccc4n3C)CCC2=O)cc1 (stereo not drawn)	3	0	·	5	-4	-1	-1.2
Cc1nn2c(N3CCOCC3)cc(C(C)(C)C)nc2c1-c1ccccc1	1	0	-5	1	3	-7	-2.7
CN1C(=O)c2cc(NS(C)(=O)=O)ccc2OC[C@H]2O[C@@H](CC(=O)NCc3ccccc3)CC[C@H]21	8	-5	-2[16.7 µM]	0	-1	1	-0.9
C[C@@H](NC(=O)[C@H]1O[C@@H](n2cnc3c(N)ncnc32)[C@H](O)[C@@H]1O)c1cccc2ccccc12	-3	1	4	0	8	-7	2.4
CC(=O)NC(Cc1ccc(F)c(F)c1)C(=O)NC1CCN(C(=O)c2ccc(C)cc2)CC1 (stereo not drawn)	3	2	·	-5	0	-9	-1.2
CC(OC(=O)c1ccc(CN2CCCC2=O)cc1)C(=O)Nc1ccc(Cl)cc1 (stereo not drawn)	-10	-8	-3	-2	-5	-11	3.2
COc1ccc(-c2cc3nc(C)n(N)c(=O)c3s2)cc1	4	-7	-8	·	-3	-8	-2.5
O=C(C(=O)N1CCC(CNS(=O)(=O)c2ccccc2OC(F)(F)F)CC1)c1cccs1	-4	0	·	-1	1	·	-0.3
C[C@@H]1CCCCO[C@@H](CN(C)Cc2ccccc2)[C@H](C)CN([C@H](C)CO)C(=O)c2cc(NC(=O)C3CCCCC3)ccc2O1	-6	1	6[16.7 µM]	1	-2	1	3.8
Cc1noc(C)c1S(=O)(=O)N(C)C[C@@H]1Oc2ccc(NC(=O)CCN3CCOCC3)cc2CC(=O)N([C@@H](C)CO)C[C@H]1C	-4	9	·	-1	0	4	-3.5
COCCOC(=O)N1C(=O)[C@@]2(c3ccccc31)[C@H](C(=O)Nc1nc3ccccc3s1)[C@H]1C(=O)O[C@H](c3ccccc3)[C@H](c3ccccc3)N1[C@@H]2c1ccccc1OCCO	1	-1	·	0	2	2	0.3
COc1ccc(Cl)cc1S(=O)(=O)NC1CC(C)(C)NC(C)(C)C1	2	-4	·	0	1	2	1.9
Cc1c(NC(=S)NC(=O)COc2ccccc2)c(=O)n(-c2ccccc2)n1C	2	12	-3	0	0	1	0.0
O=C(Nc1cccc(F)c1)N1C[C@@H]2[C@H](c3ccccc31)[C@@H](CO)N2C(=O)C1CCOCC1	0	-2	-11[16.7 µM]	1	3	2	-0.8
CC(=O)Nc1ccc(S(=O)(=O)NCc2ccc(C)n2C)cc1	3	2	0	2	4	·	0.4
COCCN(C(=O)c1cccc(N2C(=O)CCC2=O)c1)c1nc(-c2ccc([N+](=O)[O-])cc2)cs1	0	5	·	1	0	1	2.6
CCOC(=O)N1CCN(C(=O)CCNS(=O)(=O)c2ccccc2)CC1	0	0	-11	3	-1	-5	-4.9
COc1ccccc1CCc1nnc(CCC(=O)NC(C)Cc2cccs2)o1 (stereo not drawn)	2	1	·	0	0	1	·
Cc1cc(=O)oc2c(C)c(OC(C)C(=O)Nc3ccc(N4CCC(C)CC4)cc3)ccc12 (stereo not drawn)	4	-9	-3	1	4	0	-0.4
CCCC#Cc1cnc2c(c1)C(=O)N([C@@H](C)CO)C[C@H](C)[C@@H](CN(C)C(=O)Cc1cccnc1)O2	8	4	0[16.7 µM]	0	3	-2	2.8
CCOC(=O)C1CCCN(S(=O)(=O)c2ccc(S(=O)(=O)N(CC)CC)cc2)C1 (stereo not drawn)	2	·	-1	1	0	-16	2.2
NS(=O)(=O)c1cccc(C(=O)N2CCCc3ccccc32)c1	-1	-10	-3	0	-1	-2	-1.3
C[C@H](CO)N1C[C@H](C)[C@H](CN(C)Cc2ccc(C(=O)O)cc2)Oc2c(NS(=O)(=O)c3ccccc3)cccc2C1=O	12	50*	-6[16.7 µM]	-1	1	-5	-3.8
CN1CCN(S(=O)(=O)c2ccc(NCc3ccc4c(c3)OCO4)nc2)CC1	2	3	-7	·	-1	-2	-1.3
CC(=O)OC(C(=O)Nc1nccs1)c1ccccc1 (stereo not drawn)	4	-5	1	-2	0	-4	-1.2
COc1ccc(/C=N/NC(=O)CNc2ccc(Br)cc2)c(C(=O)O)c1OC	-8	2	1	0	4	2	0.4
CC1=C[C@@H](C)[C@@H](c2ccccc2)OC1=O	-6	-4	·	1	0	-1	1.1
COc1ccc(NS(=O)(=O)c2ccc(Cl)c(N)c2)cc1Br	-2	-4	?	-8	5	-2	0.3
COc1ccc(NC(=O)Nc2ccc3c(c2)C(=O)N([C@H](C)CO)C[C@H](C)[C@@H](CN(C)C(=O)Nc2ccccc2)OCCCC[C@H](C)O3)cc1	0	-2	-4[16.7 µM]	5	2	7	1.2
C[C@@H]1CN([C@@H](C)CO)C(=O)Cc2cc(NC(=O)Cc3cn(C)c4ccccc34)ccc2O[C@H]1CN(C)Cc1ccc(C(=O)Nc2ccccc2N)cc1	-2	-6	-4[16.7 µM]	0	-3	1	-0.6
CN(CCC#N)C(=O)COC(=O)C1c2ccccc2Oc2ccccc21	-2	13	-1	-2	-1	-1	0.5
Cc1ccc(S(=O)(=O)N(Cc2ccccc2Cl)C(=O)N2CCN(C)CC2)cc1	2	3	-6	-1	-2	-1	-0.1
COc1cc(N)c(Cl)cc1C(=O)OCC(=O)N1CCc2ccccc21	1	-2	·	-2	-6	-2	2.3
CCOc1ccc(N(CCCCO)C(=S)NC(=O)c2ccc(C)c(Br)c2)cc1	0	-7	4	1	8	-7	0.3
CSCCC(NC(=O)COc1ccccc1)C(=O)N1CCCCC1 (stereo not drawn)	1	-15	·	2	-27	0	1.3
COc1ccc(OC)c(NC(=O)Cc2cccs2)c1	3	3	4	1	26	0	-4.1
CCCn1c2ccccc2c2cnn(CC(=O)OC)c(=O)c21	2	-4	-2	0	-2	-1	0.1
CC(C)CNc1nc(SCC(=O)Nc2ccccc2)nc(N2CCOCC2)n1	2	-6	·	0	0	-1	-3.1
C[C@@H]1CN([C@H](C)CO)S(=O)(=O)c2ccc(C#CC3CCCC3)cc2O[C@H]1CN(C)S(C)(=O)=O	-2	4	8[16.7 µM]	0	1	-1	0.6
Cc1ccccc1Oc1ccc2c(c1)[C@@H]1C[C@H]3[C@@H](C(=O)N1CC2)[C@H](C)ON3C	9	9	-2	2	-1	-5	3.0
Cc1ccc2sc(NC(=O)c3ccc(N4C(=O)CCC4=O)cc3)nc2c1C	3	-2	-8	2	-4	-5	-0.2
COc1ccccc1N1CCN(S(=O)(=O)c2c(C(=O)N3CCOCC3)c(C)n(C)c2C)CC1	-2	?	-4	0	5	-1	0.5
O=C(CSc1nnc(Cc2ccccc2)o1)c1ccccc1	-4	-2	5	-6	1	-1	-2.4
CCc1ccccc1NC(=O)c1ccccc1N1C(=O)C2C3C=CC(C3)C2C1=O (stereo not drawn)	-9	10	·	-4	-3	0	3.5
C[C@@H]1CN([C@@H](C)CO)C(=O)c2cc(C#CCN(C)C)cnc2O[C@H]1CN(C)C(=O)c1ccc2c(c1)OCO2	2	10	·	1	-1	-3	-2.4
CCCCNC(=O)c1ccc(NS(=O)(=O)c2ccc3[nH]c(=O)[nH]c3c2)cc1	5	23*	-5	-2	1	-4	3.2
CC(=O)N/C(=C\c1ccccc1)C(=O)OCC(=O)c1c(N)n(C)c(=O)n(C)c1=O	2	-1	2	4	-2	0	-5.2
CCCOc1ccc(C(=O)Nc2cc(-c3nn4c(C)nnc4s3)ccc2C)cc1	4	-8	9	2	-2	-2	-3.1
CO[C@H]1CN(C)C(=O)c2ccc(NC(=O)Nc3ccccc3)cc2OC[C@H](C)N(C(C)=O)C[C@@H]1C	-4	-7	·	2	-2	7	-1.6
CCN(Cc1ccccc1)C(=O)CN1C(=O)NC2(CC(C)CC(C)(C)C2)C1=O (stereo not drawn)	-7	6	·	-2	1	0	0.2
CCOC(=O)C1(Cc2ccccc2)CCN(Cc2cccn2-c2cccnc2)CC1	6	-3	·	0	0	-4	-0.2
CO[C@H]1CN(C)C(=O)c2cc(NC(=O)C3CCOCC3)ccc2OC[C@@H](C)N(C)C[C@H]1C	2	1	1[16.7 µM]	0	0	-4	·

Next part:
SMILES	ERp5 inh	DENV2 CPE rescue	miR122 inh	ERAP1 HTS inh	CASP6 VEID inh	SIRT5 block	F508del corr
COc1ccc(S(=O)(=O)N(C)C[C@H]2OCc3cnnn3CCCC(=O)N([C@H](C)CO)C[C@H]2C)cc1	4&1&-3	8&-9&5	-5	-1&-2&2	0&1&2	0&-10&-1	3.1&0.4&-2.4
CCc1cccc(C)c1NC(=O)c1ccccc1	10	-5	·	-2	0	0	-1.0
CCC(=O)N(C)C[C@@H]1Oc2cc(Br)ccc2S(=O)(=O)N([C@@H](C)CO)C[C@H]1C	4	4	0[16.7 µM]	0	-1	-1	-1.5
CCCN(CC(=O)Nc1ccccc1C)C(=O)c1ccc(OCc2c(C)noc2C)cc1	1	6	-2	2	1	0	1.3
CS(=O)(=O)N1CCc2nc(-c3ccccc3)sc2C1	0	8	-6	-2	-3	-7	-1.9
C[C@@H]1CN([C@@H](C)CO)C(=O)c2cc(/C=C/c3ccccc3)cnc2O[C@H]1CN(C)C(=O)c1ccccc1	6	0	-1[16.7 µM]	1	1	-8	0.6
Cc1cc(C(=O)OCC(=O)Nc2ccccc2Br)c(C)o1	5	16	-5	2	0	-4	-1.2
c1ccc2c(c1)Nc1ccncc1S2	10	1	·	0	-6	-7	0.5
Cc1ccc(S(=O)(=O)N(C)C[C@@H]2Oc3ccc(NC(=O)CCN4CCOCC4)cc3CC(=O)N([C@H](C)CO)C[C@H]2C)cc1	-2	7	-7[16.7 µM]	-1	-1	-1	-2.5
Cc1ccc(NC(=S)Nc2cc(-c3ccccc3)[nH]n2)cc1Cl	1	-3	4	-1	1	-1	-1.1
CC(C(=O)OCc1nnc(-c2ccccc2)o1)N1C(=O)C2CCCCC2C1=O (stereo not drawn)	0	-3	-3	-1	1	-1	3.0
C[C@@H]1CN([C@@H](C)CO)C(=O)Cc2cc(NC(=O)Nc3ccc(C(F)(F)F)cc3)ccc2O[C@H]1CN(C)Cc1ccc(Cl)c(Cl)c1	14	?	-25[16.7 µM]	-1	0	-5	5.9
COc1cccc(CN(C)C[C@H]2OCc3ccccc3-c3ccccc3C(=O)N([C@H](C)CO)C[C@@H]2C)c1	5	4	·	-4	1	13	-1.4

Of the compounds above, these contain a CF3 group:
SMILES	ERp5 inh	DENV2 CPE rescue	miR122 inh	ERAP1 HTS inh	CASP6 VEID inh	SIRT5 block	F508del corr
Cc1ccc(F)cc1NC(=O)Cc1ncc(C(F)(F)F)cc1Cl	-3	·	0	1	-1	0	·
O=C(C(=O)N1CCC(CNS(=O)(=O)c2ccccc2OC(F)(F)F)CC1)c1cccs1	-4	0	·	-1	1	·	-0.3
C[C@@H]1CN([C@@H](C)CO)C(=O)Cc2cc(NC(=O)Nc3ccc(C(F)(F)F)cc3)ccc2O[C@H]1CN(C)Cc1ccc(Cl)c(Cl)c1	14	?	-25[16.7 µM]	-1	0	-5	5.9
